PAFAH1B2 inh: PAFAH1B2 enzyme inhibitors, primary screen, biochemical, fluorescence polarization, human; AID 492953, 2010; actives 1.2% (n = 340,000); Platelet-activating factor acetylhydrolase IB subunit alpha2 (Homo sapiens), P68402; inhibition, % at 3.39 µM; recombinant PAFAH1B2, FP-rhodamine activity probe;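 active means inhibition above the mean of all tested compounds plus 3 SD, cut at about 24% in these data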;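 further: 0% = enzyme with DMSO and 100% = wells lacking PAFAH1B2; many of its hits are not listed in these tables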
Target sequence (P68402 whole entry, looked up): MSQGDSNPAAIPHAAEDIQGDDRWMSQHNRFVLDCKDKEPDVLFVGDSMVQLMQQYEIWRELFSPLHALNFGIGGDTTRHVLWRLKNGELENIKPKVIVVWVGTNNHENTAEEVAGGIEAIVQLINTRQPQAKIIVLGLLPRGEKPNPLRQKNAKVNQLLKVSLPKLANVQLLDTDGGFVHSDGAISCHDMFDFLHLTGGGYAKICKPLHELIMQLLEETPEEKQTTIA
PAFAH1B3 inh: PAFAH1B3 enzyme inhibitors, primary screen, biochemical, fluorescence polarization, human; Platelet-activating factor acetylhydrolase IB subunit alpha1 (Homo sapiens), Q15102; recombinant PAFAH1B3, FP-rhodamine probe; inhibition, % at 3.39 µM; actives 0.28% (n = 340,000); AID 492972, 2010;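 active means inhibition above the screen-wide average of all tested compounds plus 3 SD, cut at about 25% in these data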;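 further: 0% = enzyme with DMSO only and 100% = wells lacking PAFAH1B3 protein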
Target sequence (Q15102 whole entry, looked up): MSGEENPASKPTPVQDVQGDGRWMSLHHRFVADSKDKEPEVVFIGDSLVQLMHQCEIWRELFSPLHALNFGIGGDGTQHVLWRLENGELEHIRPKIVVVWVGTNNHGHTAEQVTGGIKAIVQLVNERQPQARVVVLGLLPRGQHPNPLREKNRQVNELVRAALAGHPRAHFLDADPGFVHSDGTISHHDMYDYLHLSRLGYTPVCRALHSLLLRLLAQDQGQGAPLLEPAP
PAFAH2 FP inh: PAFAH2 enzyme inhibitors, primary screen, biochemical, fluorescence polarization, human. actives 0.99% (n = 340,000). recombinant PAFAH2, FP-rhodamine activity probe. inhibition, % at 3.39 µM. Platelet-activating factor acetylhydrolase 2, cytoplasmic (Homo sapiens), Q99487;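 active means inhibition above the mean over all tested compounds plus 3 SD, cut at about 30% in these data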;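 further: inhibitors block probe labeling of enzyme so polarization drops; 0% = enzyme with DMSO and 100% = wells lacking PAFAH2 protein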
* = called active by the depositor. Only part of the results is shown; the hit share may differ from the screen's.

cpd	SMILES	PAFAH2 FP inh	PAFAH1B2 inh	PAFAH1B3 inh
1	Cn1cc2ccc(N)cc2n1	-3	3	1
2	CCOc1ccc(NC(=O)N2CC(C)OC(C)C2)cc1 (stereo not drawn)	-6	7	4
3	NC(=O)c1nccc2ccccc12	5	5	4
4	Cc1ccc(NC(=O)CN(C)C(=O)c2cccc(-n3cccc3)c2)cc1	18	6	-1
5	Cc1ccc(NC(=O)CCC(=O)NNS(=O)(=O)c2ccc(Cl)cc2)cc1C	1	16	5
6	CC1(c2ccccc2)C(C#N)C(=O)NC(=O)C1C#N (stereo not drawn)	4	2	1
7	CSc1ncc(C(=O)Nc2cc(C)ccc2C)c(C)n1	12	6	2
8	CCCn1cnc2c(SCc3ccccc3Cl)nc(N)nc21	12	-1	1
9	O=[N+]([O-])c1ccc(CN2CCC(Cc3ccccc3)CC2)cc1	-1	-1	8
10	CCCCNC1=CC(=O)C(NCCCC)=CC1=O	-9	10	17
11	O=C(Nc1cccc2ccccc12)N(c1ccccc1)c1ccccc1	1	6	-2
12	CCOC(=O)/C(C)=C1\NC(C)(C)Cc2ccccc21	-3	-4	-7
13	COC(=O)c1sc(S(=O)(=O)Nc2c(C)nn(C)c2C)c(C(=O)OC)c1C	1	5	2
14	O=C(c1ccc(Cl)c(S(=O)(=O)N2CCCC2)c1)N1CCN(Cc2ccccc2)CC1	-7	0	-1
15	COC(=O)c1ccc(CNC(=O)C(C)N=C2NS(=O)(=O)c3ccccc32)cc1 (stereo not drawn)	8	0	10
16	CC(=O)c1ccc(-n2nnnc2SCC(=O)N2CCc3ccccc3C2)cc1	3	7	6
17	NC(=O)c1ccsc1NC(=O)COC(=O)[C@@H]1CCCN1C(=O)c1cccs1	0	2	-5
18	CN(N=C(c1ccccc1)c1ccccc1)c1ccccc1	2	3	5
19	CC(=O)c1ccc(C(=O)N2CCCC(CO)(Cc3ccccc3C)C2)s1 (stereo not drawn)	0	3	3
20	COc1ccc(CCN2CC(C(=O)OCC(=O)NCc3ccccc3Cl)CC2=O)cc1OC (stereo not drawn)	4	-6	0

Pulled one by one from the entries so far, seven records:
cpd	SMILES	PAFAH2 FP inh	PAFAH1B2 inh	PAFAH1B3 inh
6	CC1(c2ccccc2)C(C#N)C(=O)NC(=O)C1C#N (stereo not drawn)	4	2	1
16	CC(=O)c1ccc(-n2nnnc2SCC(=O)N2CCc3ccccc3C2)cc1	3	7	6
9	O=[N+]([O-])c1ccc(CN2CCC(Cc3ccccc3)CC2)cc1	-1	-1	8
2	CCOc1ccc(NC(=O)N2CC(C)OC(C)C2)cc1 (stereo not drawn)	-6	7	4
13	COC(=O)c1sc(S(=O)(=O)Nc2c(C)nn(C)c2C)c(C(=O)OC)c1C	1	5	2
15	COC(=O)c1ccc(CNC(=O)C(C)N=C2NS(=O)(=O)c3ccccc32)cc1 (stereo not drawn)	8	0	10
7	CSc1ncc(C(=O)Nc2cc(C)ccc2C)c(C)n1	12	6	2

(cont.)
cpd	SMILES	PAFAH2 FP inh	PAFAH1B2 inh	PAFAH1B3 inh
21	CC(=O)Nc1ccc(NC(=O)CC2(CC(=O)N3CCOCC3)CCCC2)cc1	-2	2	5
22	COc1ccccc1NC(=O)CN1CCN(S(=O)(=O)c2ccc(Br)cc2)CC1	-8	11	4
23	Cc1ccc(NC(=O)CN2C(=O)S/C(=C/c3ccc(-c4cccc(C(=O)O)c4)o3)C2=O)cc1	-7	0	5
24	CC(C)NC(=O)CSc1ccccc1C(=O)N1CCN(S(=O)(=O)Cc2ccccc2)CC1	-10	-1	7
25	COc1cccc(C=NNC(=O)C2CC2)c1	3	-2	1
26	CCCOc1ccc(/C=N/Nc2ccc(C(=O)O)cc2)c(OCCC)c1	5	3	7
27	CN(C)c1ccc(C=NNc2nc3c([nH]2)c(=O)n(C)c(=O)n3C)cc1	-2	6	2
28	O=C(Nc1cccc(S(=O)(=O)NC2=NCCCCC2)c1)c1ccc(Cl)cc1	8	6	5
29	O=C(COC(=O)CCc1c[nH]c2ccccc12)Nc1ccccc1	5	5	1
30	CC(C1=C(CCN(C)C)Cc2ccccc21)c1ccccn1 (stereo not drawn)	4	4	7
31	CC(=O)C1=C(O)C(=O)N(c2cccc(C(=O)O)c2)C1c1ccccc1F (stereo not drawn)	-7	3	8
32	CC(=O)c1cccc(Nc2nc(-c3cccnc3)cs2)c1	2	6	2
33	CCn1cc(C(=O)OC(C)C(=O)Nc2c(C)n(C)n(-c3ccccc3)c2=O)c(=O)c2ccc(C)nc21 (stereo not drawn)	3	-1	0
34	CCN1CCN(C(=O)CCc2nnc(CCc3ccc(OC)cc3)o2)[C@@H](C)C1=O	8	9	1
35	N#CCC(=O)N/N=C/c1c2ccccc2cc2ccccc12	7	-1	1
36	O=c1c2ccccc2c(=O)n(-c2ccccc2)n1-c1ccccc1	-6	1	0
37	Cc1ncc(COCc2ccccc2)c(CO)c1OCc1ccccc1	2	1	5
38	CC(=O)Nc1ccc(NC(=O)CSc2nnc(N)n2-c2ccccc2)cc1	0	1	7
39	COCCNC(=O)[C@@H]1CSC2c3ccccc3C(=O)N21 (stereo partly drawn)	6	4	5
40	COc1ccc(Cl)cc1NC(=O)CN1C(=O)CCS(=O)(=O)c2ccccc21	6	3	0
41	COC(=O)[C@@]1(Cc2ccccc2)[C@H]2C(=O)N(C)C(=O)[C@H]2[C@H]2CN(C)C(=NCc3ccccc3)N21	2	4	3
42	CCOc1cc(CNCc2ccc3c(c2)OCO3)ccc1OC	0	-1	11
43	CC(=O)OCC1OC(n2c3c(cc(C#N)c2=S)CCCC3)C(OC(C)=O)C(OC(C)=O)C1OC(C)=O (stereo not drawn)	-2	0	8
44	Oc1ccc2ccc(Cl)cc2c1	3	14	0
45	O=C(Cn1cc(COc2cc(F)cc(F)c2)nn1)c1ccc(O)cc1	6	-1	-1
46	Cn1c(O)c(N=NC(=S)Nc2ccccc2F)c2cc(S(=O)(=O)N3CCOCC3)ccc21	-1	-1	4
47	CCOC(=O)CC1(C)NC(C(=O)O)C(C)(C)S1 (stereo not drawn)	1	-2	4
48	COc1cc(CCC(=O)OCC(=O)N(CC(C)C)C2CCS(=O)(=O)C2)cc(OC)c1OC (stereo not drawn)	2	4	5
49	O=C(Nc1ccncc1)Nc1ccc(Br)cc1Cl	-19	-13	-9
50	CC1CN(C/C(=N\O)C23CC4CC(CC(C4)C2)C3)CC(C)O1 (stereo not drawn)	-1	9	6
51	COc1cc(C)ccc1Oc1ccc([N+](=O)[O-])cc1	-2	7	11
52	COc1ccc(-c2nc(SCC(=O)NC3CCCCC3)n[nH]2)cc1	5	5	9
53	CCOc1ccc(N2C(=O)CC(Sc3nnnn3-c3ccccc3)C2=O)cc1 (stereo not drawn)	0	5	-4
54	Cc1cccc(Nc2c(O)nc[nH]c2=O)c1	1	6	8
55	O=C(OCC(O)C(O)C(O)COC(=O)c1ccccc1)c1ccccc1 (stereo not drawn)	9	2	1
56	CCCn1c(N)c(C(=O)CN(C)CC(=O)Nc2c(C)cc(C)cc2C)c(=O)[nH]c1=O	0	7	7
57	Cc1cccc(C)c1OCc1cc(C(=O)N2CCC[C@H]2C(N)=O)no1	1	-2	6
58	O=C(Nc1ccc(F)cc1)c1ccccc1NC(=O)C1CC=CCC1C(=O)O (stereo not drawn)	-2	-3	13
59	Clc1cccc(N2CCN(CCCN3CCN(c4ccccc4)CC3)CC2)c1	0	3	10
60	O=C1C(CN2CCCC2)CCCC1CN1CCCC1 (stereo not drawn)	5	4	13

Three structures out of the list, arranged by formula weight, high to low:
cpd	SMILES	PAFAH2 FP inh	PAFAH1B2 inh	PAFAH1B3 inh
46	Cn1c(O)c(N=NC(=S)Nc2ccccc2F)c2cc(S(=O)(=O)N3CCOCC3)ccc21	-1	-1	4
59	Clc1cccc(N2CCN(CCCN3CCN(c4ccccc4)CC3)CC2)c1	0	3	10
57	Cc1cccc(C)c1OCc1cc(C(=O)N2CCC[C@H]2C(N)=O)no1	1	-2	6

Single records, as listed above. Screens in order: PAFAH2 FP inh | PAFAH1B2 inh | PAFAH1B3 inh
`CCOc1cc(CNCc2ccc3c(c2)OCO3)ccc1OC` across the screens: 0 | -1 | 11
`Oc1ccc2ccc(Cl)cc2c1` across the screens: 3 | 14 | 0
`Cc1cccc(Nc2c(O)nc[nH]c2=O)c1` across the screens: 1 | 6 | 8
`Cc1cccc(C)c1OCc1cc(C(=O)N2CCC[C@H]2C(N)=O)no1` across the screens: 1 | -2 | 6
`O=C(Cn1cc(COc2cc(F)cc(F)c2)nn1)c1ccc(O)cc1` across the screens: 6 | -1 | -1

More results:
cpd	SMILES	PAFAH2 FP inh	PAFAH1B2 inh	PAFAH1B3 inh
61	COc1cc2[nH]c(O)c(C=O)c2cc1OC	5	3	9
62	NC(=O)NN=C(C1CC1)C1CC1	7	5	8
63	CCCn1c(CN2CCN(C(=O)c3ccco3)CC2)nc2cc(S(=O)(=O)N(C)C)ccc21	-3	-2	10
64	COc1cc2ccccc2cc1C(=O)NC(=S)Nc1cc(C(=O)O)ccc1C	1	-1	10
65	Cc1ccc(S(=O)(=O)N(C)CCN(C)S(=O)(=O)c2ccc(C)cc2)cc1	4	5	3
66	Cc1ccc(C2(C)NC(=O)N(CC(=O)Nc3cc(S(=O)(=O)N4CCOCC4)ccc3OC(C)C)C2=O)cc1 (stereo not drawn)	0	3	8
67	COc1c(N)c2c(c([N+](=O)[O-])c1OC)C(=O)OC2	2	-3	8
68	CN(CCN1CCc2ccccc2C1)Cc1nc(Cc2ccccc2F)no1	4	1	6
69	Cc1cc(Cl)ccc1OCCCC(=O)Nc1cc(S(=O)(=O)N2CCOCC2)ccc1N1CCOCC1	5	1	4
70	COc1cc2c3c(c1)C1(C(=O)N3C(C)(C)C=C2C)C(C#N)=C(N)Oc2cc(C)oc(=O)c21 (stereo not drawn)	2	2	3
71	CC1(CCc2ccccc2)NC(=O)NC1=O (stereo not drawn)	2	2	16
72	Cc1cc(=O)oc2cc(OCc3ccc(C(=O)OCC(=O)Nc4ccc(N(C)C)cc4)cc3)ccc12	16	3	5
73	CC1CC2C(C(O)CC3(C)C2CCC3(O)C(=O)CO)C2(C)C=CC(=O)C=C12 (stereo not drawn)	12	3	8
74	C=CCNc1nc(Cl)nc(NC2CCCCC2)n1	1	1	0
75	COc1cc2c(cc1OC)-c1cc(Nc3cccc(F)c3)nc(=O)n1CC2	5	3	9
76	COc1ccc(OC)c(/C=N\NC(=O)c2ccc(-c3ccccc3)cc2)c1	-26	-3	-4
77	Cc1sc2nc(CSCC(=O)N3CC(C)OC(C)C3)[nH]c(=O)c2c1C (stereo not drawn)	-2	3	3
78	Cn1c(SCC(=O)NC2CCCc3ccccc32)nnc1C1CC1 (stereo not drawn)	-1	2	3
79	COc1cc(C)c(CN2CCC(Cc3ccccc3)CC2)cc1C	-1	9	8
80	O=C(CSc1nc(-c2ccc(F)cc2)nc2c1Cc1ccccc1O2)Nc1ccc(C(=O)O)cc1	-28	-24	-35
81	Cn1c(=O)c2c(nc3n2CC(COc2ccccc2)O3)n(C)c1=O (stereo not drawn)	-2	0	6
82	O=C(Nc1cccc([N+](=O)[O-])c1)NN1CCCCCC1	1	4	5
83	O=C(c1ccc(N2CCCC2=O)cc1)N1CCN(c2cccc(C(F)(F)F)c2)CC1	7	2	8
84	O=C1[C@@H](Oc2ccccc2)[C@@H](c2ccccc2)N1c1cccnc1	8	0	6
85	CN(c1ccc(F)cc1)S(=O)(=O)c1ccc(Cl)c(C(=O)NCC2(N3CCOCC3)CCCCC2)c1	4	3	-6
86	COc1ccc(NC(=O)COC(=O)CNC(=O)COc2ccccc2)cc1OC	4	3	5
87	COc1ccc(CNC(=O)CNS(=O)(=O)c2cccc(C#N)c2)cc1OC	3	7	13
88	S=C(NCc1ccccc1)NCc1cccc(Cl)c1	-9	4	-1
89	CN(C(=O)c1cccc(NC(=O)Cc2cccc(NC(=O)C3CCN(C(=O)C4CCCC4)CC3)c2)c1)C1CC1	-7	8	11
90	CCn1c(CNC(=O)c2ccccc2F)cc2cc(C)ccc21	0	4	1
91	COc1ccc(NC(=O)c2ccc(Cl)cc2)c[n+]1[O-]	1	4	4
92	c1ccc(Oc2ccccn2)cc1	-2	7	18
93	O=c1ccncn1C1OC(CO)C(O)C1O (stereo not drawn)	6	-2	-1
94	CC(=O)Nc1ccc(NC(=O)c2ccccc2-n2cnnn2)cc1	4	4	11
95	Fc1ccc(C(c2nnnn2C2CCCC2)N2CCN(Cc3ccccc3)CC2)cc1 (stereo not drawn)	-1	1	-11
96	CCOc1ccc(C(=O)OCC(=O)Nc2cc(S(=O)(=O)N3CCOCC3)ccc2N2CCOCC2)cc1	0	0	-1
97	Cc1oc(-c2ccccc2)cc1C(=O)Nc1cccc(/C=C/C(=O)O)c1	-7	-6	5
98	NC(=O)C1(Nc2ccccc2Cl)CCCC1	-4	4	-4
99	Cc1cc(C)cc(NC(=O)C[n+]2ccccc2)c1	7	4	7
100	CC(C)NC(=O)N1CCOCCOCCN(C(=O)NC(C)C)CCOCCOCC1	0	-2	2
101	CN1CCN(S(=O)(=O)c2cc(C(F)(F)F)ccc2Cl)CC1	-5	5	7
102	O=C(c1ccc(NS(=O)(=O)c2ccc(Cl)c(Cl)c2)cc1)N1CCOCC1	3	3	1
103	Cc1cc(C)cc(NC(=S)N2CCN(S(=O)(=O)c3ccccc3)CC2)c1	-8	6	4

Screens from PubChem.
